# GPR7 antag: human neuropeptides B/W receptor 1 antagonism; P48145; GPR7-expressing cells, fluorescence antagonist assay; inhibition, % at 4.4 µM; 290,000 tested, 1.1% active; in the data active means inhibition above about 16%, passing the limit was not always enough;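 further: cells stimulated with the agonist NPW; 0% = agonist with vehicle and 100% = vehicle without agonist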
# FID counter: fluorescent intercalator displacement, NS3 helicase counter-screen. 290,000 tested, 0.17% active. inhibition, % at 7.9 µM. AID 1845. DNA fluorescent intercalator displacement, fluorescence; in the data active means inhibition above about 37%;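 further: 0% = vehicle and 100% = reference compound; higher means more ethidium bromide displaced from hairpin DNA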
# PHOSPHO1 block: blocks human PHOSPHO1 phosphatase activity; Q8TCT1; recombinant PHOSPHO1, absorbance phosphatase assay; inhibition, % at 13.3 µM; 290,000 tested, 1.1% active; AID 1565; in the data active means inhibition above about 60%
# MEKK2wt PB1 HTS: raises or lowers MEK5 binding to wildtype human MEKK2 PB1 domain. Q9Y2U5. bead flow cytometry, Alexa488-MEK5 binding to MEKK2 WT; actives lie on both sides. binding response (% of control), % at 10 µM. 290,000 tested, 1.1% active; in the data active means binding response below about 67% or above about 130%
# NALP1 inh: blocks the NALP1 inflammasome reconstituted in yeast. S. cerevisiae NALP1/ASC/caspase-1 growth, X-gal OD620, 72 h. inhibition, % at 10 µM. 280,000 tested, 0.61% active; in the data active means inhibition mostly above about 24%, no sharp cut-off; inactive means mostly below about 32%; further: some compounds called inactive have numbers as strong as hits
# M18AAP inhibitor: PfM18AAP enzyme inhibition; recombinant PfM18AAP, H-Glu-NHMec fluorogenic cleavage; inhibition, % at 7.35 µM; 290,000 tested, 1.2% active;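 active means inhibition above the campaign mean inhibition over all tested compounds plus 3 SD, cut at about 28% in these data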;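 further: 0% = plate median of test compound wells and 100% = 2 mM ZnCl2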
# MEKK2mut PB1 HTS: signal of MEK5 binding to mutant human MEKK2 PB1 domain. 290,000 tested, 0.35% active. bead flow cytometry, Alexa488-MEK5 binding to MEKK2 mutant. AID 1530. percent response, % at 10 µM; in the data active means percent response above about 24%, passing the limit was not always enough; further: inactives centre near 1; some results filed as inactive read as strong as hits; reference of the scale not given here
# MEKK3 PB1 HTS: raises or lowers MEK5 binding to the human MEKK3 PB1 domain | binding response (% of control), % at 10 µM | Q99759 | bead-based flow cytometry, Alexa488-MEK5 binding to MEKK3; actives lie on both sides; 0 = blocked by unlabeled MEK5, 100 = vehicle | 290,000 tested, 1.4% active;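 active means binding response more than 3 SD above or below the average of its plate-row segment, actives on both sides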;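 further: Alexa488 bead fluorescence after subtracting the streptavidin-only scavenger bead signal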
# Target sequence (Q99759 whole entry, looked up, the tested form may be a part): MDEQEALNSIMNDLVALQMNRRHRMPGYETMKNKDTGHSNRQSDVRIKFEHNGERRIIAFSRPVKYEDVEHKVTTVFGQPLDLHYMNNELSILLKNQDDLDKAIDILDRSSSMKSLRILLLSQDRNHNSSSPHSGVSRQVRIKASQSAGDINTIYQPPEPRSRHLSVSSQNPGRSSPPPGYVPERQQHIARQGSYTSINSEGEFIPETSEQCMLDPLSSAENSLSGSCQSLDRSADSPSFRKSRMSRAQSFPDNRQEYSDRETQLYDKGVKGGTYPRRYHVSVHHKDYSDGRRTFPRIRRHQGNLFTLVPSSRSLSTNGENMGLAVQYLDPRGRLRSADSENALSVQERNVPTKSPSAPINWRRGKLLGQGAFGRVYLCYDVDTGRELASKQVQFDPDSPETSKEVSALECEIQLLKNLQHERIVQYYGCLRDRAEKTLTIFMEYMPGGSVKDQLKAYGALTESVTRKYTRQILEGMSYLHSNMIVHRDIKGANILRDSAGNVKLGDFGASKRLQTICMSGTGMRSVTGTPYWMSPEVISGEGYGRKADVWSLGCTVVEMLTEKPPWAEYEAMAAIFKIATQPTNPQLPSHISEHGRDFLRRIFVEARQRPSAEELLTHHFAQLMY
# OXTR ag: activates the human oxytocin receptor; P30559; CHO-OTR cells, Fluo-8 calcium fluorescence; normalized: DMSO 0%, oxytocin 100%; activation, % at 3 µM; 320,000 tested, 0.32% active; AID 2435;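 active means activation above the mean of all tested compounds plus 3 SD, cutoff set per screening run, cut at about 20% in these data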;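 further: peak over basal fluorescence ratio from a 100 s FLIPR kinetic read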
# Target sequence (P30559 whole entry, looked up): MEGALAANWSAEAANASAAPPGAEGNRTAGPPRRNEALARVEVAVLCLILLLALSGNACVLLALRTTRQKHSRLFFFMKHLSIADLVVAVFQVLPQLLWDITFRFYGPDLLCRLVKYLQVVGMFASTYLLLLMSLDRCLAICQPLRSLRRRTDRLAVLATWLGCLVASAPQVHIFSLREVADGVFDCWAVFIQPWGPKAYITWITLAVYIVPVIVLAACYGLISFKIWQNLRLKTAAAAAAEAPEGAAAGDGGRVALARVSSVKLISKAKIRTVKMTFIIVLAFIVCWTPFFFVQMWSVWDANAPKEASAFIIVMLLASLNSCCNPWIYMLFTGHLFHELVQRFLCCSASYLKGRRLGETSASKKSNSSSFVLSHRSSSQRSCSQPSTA
# * marks the source's active call; other numbers are inactive results; / = not tested or not shown; [ ] = remark or other dose.
SMILES,GPR7 antag,FID counter,PHOSPHO1 block,MEKK2wt PB1 HTS,NALP1 inh,M18AAP inhibitor,MEKK2mut PB1 HTS,MEKK3 PB1 HTS,OXTR ag
COc1ccc2[nH]c(C)c(CN3CCCCC3)c(=O)c2c1,/,/,-30,102,9,/,0,104,0.5
c1ccc(Cn2c3ccccc3c3nnc(SCCN4CCCCC4)nc32)cc1,-5,5,28,126,12,4,10,105,-2.0
NS(=O)(=O)c1ccc(NC(=S)NCc2ccc3c(c2)OCO3)cc1,8,13,-55,87,6,16,1,102,0.5
O=C1[C@H]2[C@@H](C3CC3)N3C(=O)CN(Cc4ccccn4)C(=O)[C@@]3(Cc3ccccc3)[C@H]2C(=O)N1c1ccccc1,-1,-24,21,101,21,-11,4,100,0.0
CCn1c(O)c(C#N)c(C)cc1=O,-9,-4,-2,97,2,8,-4,100,1.5
COC(=O)c1ccccc1S(=O)(=O)N(CCCO)Cc1cc2c(C)ccc(C)c2[nH]c1=O,-6,-37,40,109,/,8,6,108,2.0
Cc1cccc(C(=O)Oc2ccc(/C=N/NC(=O)c3ccncc3)cc2)c1,-11,-10,19,93,23,0,-4,90,4.7
CCOC(=O)c1sc(NC(=O)CSC(=S)N2CCOCC2)nc1C,4,-4,42,89,8,-9,-4,102,-0.6
O=C(NCc1cccnc1)c1ccc(Cl)c(S(=O)(=O)Nc2ccccc2C(=O)NCc2cccnc2)c1,-11,-27,27,97,-3,1,-3,101,0.5
CCn1nc(C)c(Br)c1C(=O)Sc1ccccc1Cl,-13,-5,47,102,/,7,1,103,-1.2
CCCCCC(=O)N/N=C/c1ccccc1[N+](=O)[O-],-9,-3,48,103,-11,-1,-1,103,-2.0
CC(OC(=O)CNC(=O)c1ccco1)C(=O)N(C)c1ccccc1 (stereo not given),-1,-4,-21,98,16,2,4,107,-0.4

# Only MEKK2mut PB1 HTS, for some of the entries so far:
smiles	MEKK2mut PB1 HTS
O=C1[C@H]2[C@@H](C3CC3)N3C(=O)CN(Cc4ccccn4)C(=O)[C@@]3(Cc3ccccc3)[C@H]2C(=O)N1c1ccccc1	4
CCn1c(O)c(C#N)c(C)cc1=O	-4
COC(=O)c1ccccc1S(=O)(=O)N(CCCO)Cc1cc2c(C)ccc(C)c2[nH]c1=O	6

# A draw from above in order of SMILES length, largest number first.
SMILES,GPR7 antag,FID counter,PHOSPHO1 block,MEKK2wt PB1 HTS,NALP1 inh,M18AAP inhibitor,MEKK2mut PB1 HTS,MEKK3 PB1 HTS,OXTR ag
O=C1[C@H]2[C@@H](C3CC3)N3C(=O)CN(Cc4ccccn4)C(=O)[C@@]3(Cc3ccccc3)[C@H]2C(=O)N1c1ccccc1,-1,-24,21,101,21,-11,4,100,0.0
COC(=O)c1ccccc1S(=O)(=O)N(CCCO)Cc1cc2c(C)ccc(C)c2[nH]c1=O,-6,-37,40,109,/,8,6,108,2.0
c1ccc(Cn2c3ccccc3c3nnc(SCCN4CCCCC4)nc32)cc1,-5,5,28,126,12,4,10,105,-2.0
CCOC(=O)c1sc(NC(=O)CSC(=S)N2CCOCC2)nc1C,4,-4,42,89,8,-9,-4,102,-0.6

# Other entries follow:
SMILES,GPR7 antag,FID counter,PHOSPHO1 block,MEKK2wt PB1 HTS,NALP1 inh,M18AAP inhibitor,MEKK2mut PB1 HTS,MEKK3 PB1 HTS,OXTR ag
C/C(=C\C(=O)c1ccc(C)cc1)Nc1ccc(N2CCOCC2)cc1,-7,3,29,97,11,12,0,101,/
COc1ccc(-c2n[nH]c3c2CN(C(=O)c2ccc(F)cc2)CC3)cc1,11,-33,22,107,2,0,10,101,0.5
C=CCn1c(SCC(=O)Nc2ccc(F)cc2F)nnc1-c1cnccn1,-5,-22,15,103,10,1,4,105,-0.2
O=S(=O)(c1cccc2nsnc12)N1CCN(C/C=C\c2ccccc2)CC1,6,-8,-29,102,9,14,2,99,2.5
C=CCNC(=S)N1CCN(Cc2ccc3c(c2)OCO3)CC1,0,3,13,96,9,1,-3,101,0.6
COC(=O)CSc1nnc2c3c4c(sc3nc(-n3nc(C)cc3C)n12)COC(C)(C)C4,-5,-20,-42,90,-3,-2,-5,90,-0.6
COc1ccc(C#Cc2c(-c3ccc(OC)cc3)oc3ccc(-c4ccc5c(c4)OCO5)cc23)cc1,/,/,/,96,/,/,-4,95,-0.2
O=C(OCC(=O)c1ccccc1Cl)c1cnccn1,4,17,16,98,21,5,1,96,-1.1
CCOc1cc(/C=N/NC(=O)c2nnn(-c3nonc3N)c2C)ccc1OCc1cccc(F)c1,-10,1,47,101,23,-1,9,102,-0.6
Cc1c(Br)c(C(F)(F)F)nn1CC(=O)N(C)C1CCCCC1,-10,-18,-157,104,-4,2,1,102,-0.6
NS(=O)(=O)c1cc2c(cc1Cl)NC(C1C[C@H]3C=C[C@@H]1C3)NS2(=O)=O (stereo not given in full),-5,-4,21,93,16,3,3,82,0.0
Cc1cc(Oc2ccccc2)nc(N2CCOCC2)n1,-5,-4,15,95,2,-9,-6,91,-2.1

# Random excerpt: two entries already listed, in no set order.
SMILES,GPR7 antag,FID counter,PHOSPHO1 block,MEKK2wt PB1 HTS,NALP1 inh,M18AAP inhibitor,MEKK2mut PB1 HTS,MEKK3 PB1 HTS,OXTR ag
COc1ccc(C#Cc2c(-c3ccc(OC)cc3)oc3ccc(-c4ccc5c(c4)OCO5)cc23)cc1,/,/,/,96,/,/,-4,95,-0.2
NS(=O)(=O)c1cc2c(cc1Cl)NC(C1C[C@H]3C=C[C@@H]1C3)NS2(=O)=O (stereo not given in full),-5,-4,21,93,16,3,3,82,0.0

# Going on with the list:
SMILES,GPR7 antag,FID counter,PHOSPHO1 block,MEKK2wt PB1 HTS,NALP1 inh,M18AAP inhibitor,MEKK2mut PB1 HTS,MEKK3 PB1 HTS,OXTR ag
Cc1c(Nc2cc(Cl)c3nonc3c2[N+](=O)[O-])c(=O)n(-c2ccccc2)n1C,7,-5,-23,82,9,-7,-11,102,/
COCCn1c(SCC(=O)Nc2ccc(NC(C)=O)cc2)nc2c([nH]c3ccccc32)c1=O,-13,-27,29,108,7,0,4,105,-0.4
Cc1ccc(N2C(=O)N(CC(=O)NC(c3ccccc3)c3ccccc3)C(=O)C2C)cc1 (stereo not given),-9,-21,0,101,-9,5,2,103,-1.0
COc1ccc(/C=C/C(=O)N(C)C2CCCCC2)cc1Br,-11,-31,42,105,-1,5,4,100,-2.7
Cc1oc2cc(Br)c(O)c(Br)c2c1-c1ccccc1,1,-3,34,106,1,9,12,109,2.9
CCOC(=O)c1sc(C(=O)OCC)c(OCCO)c1OCCO,-11,-5,16,88,-13,0,-7,89,0.7
CCOC(=O)CSC1=C(C#N)C(=O)NC2(CCCCC2)S1,-12,3,98*,99,6,5,3,103,0.3
O=C(CCc1nnc(CCC2CCCCC2)o1)NCCc1ccccn1,-18,-28,50,107,-2,3,2,103,-0.5
CCOc1ccc2c(c1)C(=O)c1cc(OCC(=O)O)ccc1-2,-10,-3,8,64,17,-8,-22,52,1.3
Cc1ccc(C(=O)C(=O)c2ccc(C)c(N)c2)cc1N,-4,-2,27,99,8,-1,0,103,0.1
COc1ccc([N+](=O)[O-])c(S(=O)(=O)c2ccc(Cl)cc2)n1,7,4,20,104,5,-36,3,104,-2.6
COc1ccc(C2=NOC(COc3ccc([N+](=O)[O-])cc3)C2)cc1 (stereo not given),3,3,17,95,/,-4,-3,101,-2.4
O=C(/C=C/c1ccc([N+](=O)[O-])cc1)c1ccco1,-11,2,24,106,9,28,4,103,-0.5
O=C(Nc1ncccn1)c1ccc([N+](=O)[O-])o1,-5,0,19,96,5,-2,2,101,0.0
C/C(=N\NC(=O)c1ccccc1O)c1ccc(Br)s1,-8,-2,12,101,1,8,0,105,5.4
CN(C)C(/C=C/Nc1ccc(F)cc1)=C(C#N)C#N,-7,-1,36,103,-3,1,6,100,-0.4
C/C(=N\NC(=O)c1cc(-c2ccc(Br)s2)[nH]n1)c1ccncc1,-17,-26,49,102,5,-2,0,100,1.5
CNC(=S)N1CCn2cccc2C1c1cc(OC)c(OC)c(OC)c1 (stereo not given),-2,1,24,81,-10,4,-3,57*[inhibitor],-0.4
Cc1ccc(S(=O)(=O)Nc2nc(N)n(-c3ccccc3)n2)cc1,-18,-1,57,101,11,-8,-1,102,0.2
CCOC(=O)Nc1ccc(NC(=O)c2ccccc2F)cc1,-10,-7,42,110,3,-2,4,108,-0.5
O=C1CC(C(=O)Nc2ccc(Cl)c(Cl)c2)S/C(=N\N=C\c2ccco2)N1 (stereo not given),-1,2,27,102,/,2,2,106,1.3
O=S1(=O)CCN2C=C(Br)C=C(Br)C2=N1,-13,2,9,98,-20,-1,-2,100,0.5
CCCCCn1c(CN2CCN(c3cccc(Cl)c3)CC2)nc2c1c(=O)[nH]c(=O)n2C,-10,-23,7,100,4,-3,2,100,-1.8
O=C(Nc1ccc(CN2CCOCC2)cc1)c1ccc(F)cc1,1,1,9,109,16,-8,3,105,0.7
CCSc1nc2cc(OC)c(OC)cc2c(=O)n1CCc1ccccc1,22,-3,37,99,0,-3,4,102,-0.3
C/C(=N\NC(=O)c1ccc(CSc2nncn2C)cc1)c1ccc2ccccc2c1,-5,-2,-2,105,18,2,1,105,-0.3
Cc1nc(Nc2c(Cl)cccc2Cl)sc1C(=O)Nc1ccccc1,12,-15,2,103,27,4,3,103,-2.0
ON=C1c2cc(OCCN3CCCCC3)ccc2-c2ccc(OCCN3CCCCC3)cc21,-11,15,34,232*,25,-2,31*,117,0.3
COC(=O)c1ccc(/C=N/N2CCN(Cc3ccccc3Cl)CC2)cc1,-5,-3,32,101,/,1,4,102,-0.9
COC(=O)C(CC(C)C)NC(=O)c1ccc([N+](=O)[O-])c(C)c1 (stereo not given),-4,-4,50,104,17,-8,8,103,-1.7
C=CCn1c(SCc2nc3ccccc3c(=O)[nH]2)nc2sc3c(c2c1=O)CCCC3,-6,-10,25,98,3,-1,5,106,-0.9
COc1ccc(-c2nn(-c3ccccc3)cc2C(=O)NC(=S)Nc2cc(Cl)ccc2Cl)cc1,-8,5,10,70,/,3,-10,73,0.7
Cc1ccc(Cl)cc1N1CCN(C(=O)c2noc(C)c2[N+](=O)[O-])CC1,7,-30,44,94,21,2,-2,98,1.2
CCOC(=O)Cn1c(=O)oc2cc(S(=O)(=O)NCc3ccccn3)ccc21,-7,1,-12,106,-6,-13,0,102,-0.1
Brc1ccc(OCCN2CCOCC2)cc1,-4,1,/,107,/,4,4,104,0.6
CC(C)(C)NC(=O)CSc1nncn1-c1ccccc1,-4,-5,-3,88,12,-3,-6,87,0.4
CNS(=O)(=O)c1ccc(NC(=O)Nc2ccc3c(c2)OCO3)cc1,-20,-4,26,101,-4,2,2,103,/
Cc1ccc(-c2noc(-c3cccs3)n2)cc1,0,-4,-14,80,8,-15,-10,80,3.7
CCC1CCc2c(sc(NC(=O)c3cnccn3)c2C(N)=O)C1 (stereo not given),-14,-1,-78,110,0,23,4,105,0.7
